CAL PDZ FP-1: human CAL PDZ-peptide interaction inhibition; Q9HD26; purified CAL PDZ, TMR-peptide fluorescence polarization, 1 h; inhibition, % at 20 µM; 330,000 compounds, 0.02% hits; AID 504414;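 active = highest replicate inhibition of at least 40%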;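 note: plate controls were DMSO neutral control wells for no effect and unlabeled competitor peptide control wells for full effect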
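Test system: tagged CAL PDZ domain / Buffer or medium: sodium phosphate/NaCl buffer pH 7.4 with TCEP, IgG, Thesit / Reagent: TMR-labelled reporter peptide T*-PRC34 bound in PDZ groove / Compound dosing: single point, 20 µM / Schedule: 1 h incubation at room temperature before polarization reading / Technique: fluorescence polarization (mP) / Benchmarks: unlabelled peptide, DMSO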
dFosB act: mouse delta FosB homodimer activation; purified delta FosB, TAMRA-CDK5 oligo fluorescence polarization; percent of positive-control signal above neutral wells; activation, % at 25 µM; 340,000 compounds, 0.99% hits;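 active = mean activation above about 17%, with every replicate also reaching it, limit read from the data, passing the limit was not always enough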;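 note: fluorescence polarization rise as delta FosB binds a TAMRA Cdk5 AP-1 oligo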
Target sequence (P13346 whole entry, looked up): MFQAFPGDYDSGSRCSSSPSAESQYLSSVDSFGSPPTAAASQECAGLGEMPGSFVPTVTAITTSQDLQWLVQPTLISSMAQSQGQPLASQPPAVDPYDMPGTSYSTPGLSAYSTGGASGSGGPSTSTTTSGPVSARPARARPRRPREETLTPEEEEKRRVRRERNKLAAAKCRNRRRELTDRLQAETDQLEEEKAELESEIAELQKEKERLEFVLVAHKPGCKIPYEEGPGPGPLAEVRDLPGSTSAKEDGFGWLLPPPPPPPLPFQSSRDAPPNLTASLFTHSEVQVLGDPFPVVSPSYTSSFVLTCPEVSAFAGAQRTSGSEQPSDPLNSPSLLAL
NSD2 HMT inh: inhibitors of human histone methyltransferase NSD2; O96028; AID 743445; inhibition, % at 12.5 µM; NSD2 peptide methylation, AlphaScreen, 120 min; 310,000 compounds, 0.54% hits; in the data active = inhibition above about 50%
CAL PDZ FP-2: blocks peptide binding to the human CAL PDZ domain | Q9HD26 | purified CAL PDZ, TMR-peptide fluorescence polarization, 1 h | inhibition, % at 24.9 µM | 300,000 compounds, 0.92% hits | AID 602252;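 active = mean inhibition of at least 30% with at least half of replicates also reaching 30%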;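 note: 0% = DMSO neutral control and 100% = excess unlabeled competitor peptide PRC23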
PfHsp90 yeast 2: inhibits growth of yeast expressing Plasmodium falciparum Hsp90. inhibition, % at 9.4 µM. 310,000 compounds, 0.32% hits. S. cerevisiae expressing PfHsp90, BacTiter-Glo ATP, 48 h; yeast lacking PDR1 and PDR3 efflux regulators;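 active = every replicate shows inhibition above about 80%, whatever the replicate mean, limit read from the data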;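 note: 0% = DMSO neutral controls and 100% = 20 µM radicicol positive controls; yeast relying on Plasmodium falciparum Hsp90 in place of its own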
SR-BI uptake up: enhances SR-BI lipid uptake from DiI-HDL; activation, % at 12.5 µM; 320,000 compounds, 0.096% hits; CHO ldlA[mSR-BI] cells, DiI-HDL uptake fluorescence, 3 h; 100 = double the neutral-control signal;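 active = mean replicate activation of at least 60% and every replicate at or above 60%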;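 note: 0% = median plate neutral-control signal and 100% = twice that signal; values of inactives mirror those of a sister screen read the other way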
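Test system: SR-BI-overexpressing, LDLR-lacking CHO cells; Also added: labelled HDL, 10 µg/mL; Measured by: bottom-read cell fluorescence after medium removal, ex 550/em 595 nm; Timing: 3 h uptake period with compound, 37 °C; Buffer or medium: F12, 0.5% BSA, 25 mM HEPES; Doses: single compound concentration, delivered by pin transfer.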
SR-BI HDL uptake: inhibitors of mouse SR-BI mediated HDL lipid uptake; Q61009; AID 488896; 320,000 compounds, 0.96% hits; ldlA[mSR-BI] CHO cells, DiI-HDL uptake fluorescence, 3 h; inhibition, % at 12.5 µM;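 active = mean replicate inhibition of at least 70% and a set share of replicates each scoring 70 or more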;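 note: 0% = median of neutral control wells and 100% = median of positive control wells; values of inactives mirror those of a sister screen read the other way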
Target sequence (Q61009 whole entry, looked up): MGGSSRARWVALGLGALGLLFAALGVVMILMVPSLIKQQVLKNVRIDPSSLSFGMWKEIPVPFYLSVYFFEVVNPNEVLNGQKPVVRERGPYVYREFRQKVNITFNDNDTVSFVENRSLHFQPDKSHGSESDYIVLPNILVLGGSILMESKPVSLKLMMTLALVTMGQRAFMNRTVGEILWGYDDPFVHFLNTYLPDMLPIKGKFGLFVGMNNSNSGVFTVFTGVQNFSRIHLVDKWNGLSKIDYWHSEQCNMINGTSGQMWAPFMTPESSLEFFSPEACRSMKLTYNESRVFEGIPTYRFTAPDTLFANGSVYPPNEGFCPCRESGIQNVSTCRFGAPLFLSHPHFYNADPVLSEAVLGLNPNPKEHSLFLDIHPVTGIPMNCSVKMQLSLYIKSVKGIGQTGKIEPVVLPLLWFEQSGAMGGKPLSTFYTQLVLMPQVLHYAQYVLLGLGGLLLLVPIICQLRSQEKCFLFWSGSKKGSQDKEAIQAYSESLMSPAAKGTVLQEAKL
MITF TRPM1 HTS: activators of MITF-driven TRPM1 promoter activity in SK-MEL-5 cells; SK-MEL-5 TRPM1-promoter luciferase, 24 h; % of positive control, neutral wells = 0; activation, % at 12.5 µM; 300,000 compounds, 0.75% hits; AID 588334;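 active = mean activation of at least 80% with every replicate also reaching 80%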;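 note: 0% = neutral control wells and 100% = parthenolide positive control wells; values of inactives mirror those of a sister screen read the other way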
PvdQ inh: P. aeruginosa PvdQ acylase inhibition; purified PvdQ acylase, fluorescence plate reader; inhibition, % at 10 µM; 340,000 compounds, 0.063% hits; AID 488965; in the data active = inhibition above about 30%, passing the limit was not always enough;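 note: 0% = vehicle neutral wells and 100% = reference inhibitor wells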
Rtt109 Vps75: blocks Candida albicans Rtt109/Vps75 acetyltransferase activity; 330,000 compounds, 0.16% hits; AID 540336; Q5AAJ8; inhibition, % at 34.9 µM; purified Rtt109/Vps75, ThioGlo CoA-SH fluorescence, 4 h;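 active = inhibition of at least 50% in every replicate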
An asterisk follows results filed as active; nt = no result given.

SMILES	CAL PDZ FP-1	dFosB act	NSD2 HMT inh	CAL PDZ FP-2	PfHsp90 yeast 2	SR-BI uptake up	SR-BI HDL uptake	MITF TRPM1 HTS	PvdQ inh	Rtt109 Vps75
CNc1ccc(/C=C(\CCC(=O)O)c2nc3ccccc3s2)cc1[N+](=O)[O-]	0.3	-7	4	-5	6	0	0	7	-2	18
CCOC(=O)N1CCN(S(=O)(=O)c2ccc(C(=O)Nc3sc4c(c3C(N)=O)CCN(CC)C4)cc2)CC1	-0.9	-1	7	3	6	-1	1	-28	4	-36
COc1cc2ccccc2cc1C(=O)Nc1nc(C)c(C(C)=O)s1	-1.3	-7	nt	nt	1	-4	4	68	-14	0
Cc1ccc(CN2C(=O)C(=O)c3cc(C)ccc32)cc1	-0.7	1	nt	-27	9	5	-5	1	-27	1
COc1ccc(CN2CC34C=CC(O3)C(C(=O)O)C4C2=O)cc1 (configuration not stated)	-0.9	-2	nt	nt	nt	23	-23	nt	-11	-9
CCOC(=O)C1=CC[C@@H](c2cc3cc(OC)ccc3n2C)N(S(=O)(=O)c2ccc(C)cc2)[C@H]1C(=O)OCC	-1.1	0	nt	-3	13	-20	20	-9	-8	-1
CCCc1cc(=O)[nH]c(SCC(=O)N(CC(C)C)C2CCS(=O)(=O)C2)n1 (configuration not stated)	-0.5	-5	5	-3	8	28	-28	-1	-13	2
CC(C)CNC(=O)CSc1nnc(-c2ccc(Cl)cc2)n1N	0.7	-17	-2	nt	19	7	-7	-17	2	0
Cc1ccc(-n2c(CNc3ccc(F)cc3)nnc2SCC(=O)N2CCCC2)cc1	nt	-9	1	-3	nt	-21	21	nt	1	5
Cc1ccccc1C1C(=O)c2ccccc2C1=O	-1.0	-8	0	1	-22	16	-16	-12	-13	-15
COc1ccccc1/C=C/C=N/n1c(COc2ccccc2)n[nH]c1=S	-1.1	-10	5	-5	nt	-7	7	nt	-9	10
COc1cc2c(C(=O)OCCN(C)C)c(CSc3ccccc3)n(C)c2cc1Br	1.1	-2	-2	0	-2	-12	12	1	-3	5
COc1ccccc1C(CNC(=O)C(C)Oc1ccc(Br)cc1)N1CCCC1 (configuration not stated)	-2.4	-3	1	-1	nt	-15	15	1	3	3
O=C(CCCSc1nc2ccccc2[nH]1)NCc1ccccc1Cl	-0.5	2	-1	-1	-4	-4	4	-7	-7	-2
CN(C)C(=S)NC(C)(C)C	-0.6	-2	0	-6	-3	-1	1	-3	-12	7
COC(=O)c1c(C(=O)OC)c2n(c1C)Cc1ccccc1C2	-2.0	-11	3	-1	8	-11	11	nt	3	2
Nc1c(-c2n[nH]c(=S)n2-c2ccc(Cl)cc2Cl)cnn1-c1ccccc1	-1.2	-4	-2	nt	-1	15	-15	nt	-13	3
Nc1cc(N)nc(SCC(=O)Nc2cc(S(=O)(=O)N3CCOCC3)ccc2Cl)n1	-1.8	-6	-2	-4	13	15	-15	1	3	3
CC(C)CCNC(=O)CCn1nc(-c2ccccc2)ccc1=O	-0.1	-2	1	10	25	-2	2	-12	-6	8
CC(C)Nc1nnc(SCC(=O)Nc2ccc3c(c2)C(=O)c2ccccc2C3=O)s1	0.8	4	0	0	-14	-27	27	53	-8	-3
CC1CCCN(CC(=O)N2c3ccccc3Sc3ccccc32)C1 (configuration not stated)	-1.0	-5	0	-4	-14	13	-13	-4	2	9
O=C(CC(=O)N/N=C\c1c(Cl)cccc1Cl)NCc1ccccc1	-1.8	10	-1	-4	nt	17	-17	nt	0	4
Nn1c(SCc2c(F)cccc2F)nnc1-c1ccccn1	-0.1	0	0	nt	-10	nt	nt	nt	-20	-1
COc1cccc(-n2cc(C(=O)NCCCOC(C)C)c3ccccc3c2=O)c1	-0.2	-1	-4	-4	24	0	0	-5	-1	0
Cc1cccc(NC(=O)CSc2nc3ccccc3nc2N2CCCC2)c1C	-0.8	1	nt	nt	-45	-38	38	nt	-4	-5

Entries of single compounds as entered above. Order of screens: CAL PDZ FP-1, dFosB act, NSD2 HMT inh, CAL PDZ FP-2, PfHsp90 yeast 2, SR-BI uptake up, SR-BI HDL uptake, MITF TRPM1 HTS, PvdQ inh, Rtt109 Vps75
COc1ccc(CN2CC34C=CC(O3)C(C(=O)O)C4C2=O)cc1 (configuration not stated) is listed with -0.9, -2, nt, nt, nt, 23, -23, nt, -11, -9
COc1ccccc1C(CNC(=O)C(C)Oc1ccc(Br)cc1)N1CCCC1 (configuration not stated) is listed with -2.4, -3, 1, -1, nt, -15, 15, 1, 3, 3

Arranged by heavy-atom count (falling): some entries from above.
SMILES	CAL PDZ FP-1	dFosB act	NSD2 HMT inh	CAL PDZ FP-2	PfHsp90 yeast 2	SR-BI uptake up	SR-BI HDL uptake	MITF TRPM1 HTS	PvdQ inh	Rtt109 Vps75
CCOC(=O)N1CCN(S(=O)(=O)c2ccc(C(=O)Nc3sc4c(c3C(N)=O)CCN(CC)C4)cc2)CC1	-0.9	-1	7	3	6	-1	1	-28	4	-36
CC(C)Nc1nnc(SCC(=O)Nc2ccc3c(c2)C(=O)c2ccccc2C3=O)s1	0.8	4	0	0	-14	-27	27	53	-8	-3
Nc1cc(N)nc(SCC(=O)Nc2cc(S(=O)(=O)N3CCOCC3)ccc2Cl)n1	-1.8	-6	-2	-4	13	15	-15	1	3	3
CNc1ccc(/C=C(\CCC(=O)O)c2nc3ccccc3s2)cc1[N+](=O)[O-]	0.3	-7	4	-5	6	0	0	7	-2	18
CCCc1cc(=O)[nH]c(SCC(=O)N(CC(C)C)C2CCS(=O)(=O)C2)n1 (configuration not stated)	-0.5	-5	5	-3	8	28	-28	-1	-13	2
CC1CCCN(CC(=O)N2c3ccccc3Sc3ccccc32)C1 (configuration not stated)	-1.0	-5	0	-4	-14	13	-13	-4	2	9
COc1ccc(CN2CC34C=CC(O3)C(C(=O)O)C4C2=O)cc1 (configuration not stated)	-0.9	-2	nt	nt	nt	23	-23	nt	-11	-9
CC(C)CNC(=O)CSc1nnc(-c2ccc(Cl)cc2)n1N	0.7	-17	-2	nt	19	7	-7	-17	2	0
Cc1ccc(CN2C(=O)C(=O)c3cc(C)ccc32)cc1	-0.7	1	nt	-27	9	5	-5	1	-27	1
Cc1ccccc1C1C(=O)c2ccccc2C1=O	-1.0	-8	0	1	-22	16	-16	-12	-13	-15
CN(C)C(=S)NC(C)(C)C	-0.6	-2	0	-6	-3	-1	1	-3	-12	7

Other results:
SMILES	CAL PDZ FP-1	dFosB act	NSD2 HMT inh	CAL PDZ FP-2	PfHsp90 yeast 2	SR-BI uptake up	SR-BI HDL uptake	MITF TRPM1 HTS	PvdQ inh	Rtt109 Vps75
CCCCNC(=O)O[C@H]1C[C@@H]2CCN3C(=O)CCC(C)(C)[C@H](C1)[C@H]23	-0.7	1	nt	-1	-7	7	-7	nt	1	9
COc1cc(NC(=O)c2cccnc2)c(OC)cc1NC(=O)c1ccc(Br)cc1	-2.1	-17	nt	0	-4	-32	32	-6	-11	-11
N/C(Cc1ccc([N+](=O)[O-])cc1)=N\OC(=O)c1ccc([N+](=O)[O-])cc1	-0.6	-5	1	-3	3	-7	7	15	6	1
O=C(CC12CC3CC(CC(C3)C1)C2)Nc1cccc2ncccc12	-1.3	-8	3	-4	nt	12	-12	7	-24	-9
Cn1c(SCC(=O)Nc2ccccc2F)nnc1-c1cccs1	-0.5	5	-2	nt	12	nt	nt	25	-10	2
O=P(c1ccccc1)(c1ccccc1)C(O)c1ccncc1 (configuration not stated)	-0.3	1	-11	-3	9	-14	14	0	-7	1
COc1cc(C(=O)O)ccc1OCc1c(C)noc1C	-0.6	1	-1	nt	-14	-3	3	-2	-18	-11
COc1ccc(Cn2c(=O)[nH]c3cc(C(=O)N4CCN(c5ccccc5)CC4)ccc3c2=O)cc1	-2.6	-1	nt	-7	8	35	-35	-4	-16	0
c1ccc2c(c1)c1cccc3ccc4cccc2c4c31	0.8	-1	nt	3	1	-6	6	5	9	-10
O=C(O)CCC(=O)Nc1ccc(-c2csc(Nc3cccc4ccccc34)n2)cc1	-0.1	-6	6	-3	17	5	-5	-4	1	11
NC(=O)C1CCN(c2ccc3c(c2)S(=O)(=O)c2ccccc2C3=O)CC1	-0.3	2	nt	-4	3	4	-4	31	-12	5
O=C(NC1CCN(C(=O)NCc2ccccc2)CC1)c1ccccc1	-0.9	-3	1	nt	-6	nt	nt	1	-7	1
CCn1c(SCC(=O)NC2CCCCC2)nnc1-c1ccccc1F	-1.2	1	0	13	14	3	-3	-3	1	12
Cn1c(COc2ccccc2)nnc1SCc1nc2ccccc2[nH]1	-0.2	-6	nt	0	2	15	-15	-12	17	-6
CC1Nc2ccccc2C(=O)N1NC(=O)c1ccc(Br)cc1 (configuration not stated)	0.0	-8	nt	-2	-10	-8	8	0	-13	-3
CC(C)CC(=O)Nc1ccc2oc(-c3ccncc3)nc2c1	nt	-14	-3	-3	3	-10	19	69	-12	3
O=C(CN1C(=O)NC(c2ccccc2)(c2ccccc2)C1=O)NC1CCCCC1	0.4	-6	2	-3	-3	13	-13	-6	-9	4
CC(C)CNC(=O)C1CCCN1S(=O)(=O)c1ccc(Cl)cc1 (configuration not stated)	0.2	-4	nt	-7	-11	38	-38	-3	9	-2
Cc1cc(N)n(-c2ncnc3scc(-c4ccccc4)c23)n1	-4.0	-3	nt	0	nt	18	-18	nt	-9	-5
O=c1[nH]c(CSc2nc3ccccc3s2)nc2ccccc12	-0.5	-7	nt	-2	-14	-1	1	30	-14	4

High-throughput results deposited in PubChem by Broad Institute.
